Screening results as filed in PubChem.
ANO1 activ: TMEM16A chloride channel activators or potentiators, primary screen, cell-based, HTS; Anoctamin-1 (Mus musculus), Q8BHY3; HEK293 TMEM16A/YFP-H148Q/I152L, iodide quench fluorescence; active compounds read low; B-score at 10 µM; hit rate 0.3% among 340,000;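 active means fluorescence-ratio B-score plate-corrected deviation score at least 3 library SD below zero, with starting fluorescence score within 5 deviations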;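 further: channel opened by trigger with iodide after compound preincubation; score built on the fluorescence ratio of max minus min over baseline; more negative score means more quench and so TMEM16A activation or potentiation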
Target sequence (Q8BHY3 whole entry, looked up): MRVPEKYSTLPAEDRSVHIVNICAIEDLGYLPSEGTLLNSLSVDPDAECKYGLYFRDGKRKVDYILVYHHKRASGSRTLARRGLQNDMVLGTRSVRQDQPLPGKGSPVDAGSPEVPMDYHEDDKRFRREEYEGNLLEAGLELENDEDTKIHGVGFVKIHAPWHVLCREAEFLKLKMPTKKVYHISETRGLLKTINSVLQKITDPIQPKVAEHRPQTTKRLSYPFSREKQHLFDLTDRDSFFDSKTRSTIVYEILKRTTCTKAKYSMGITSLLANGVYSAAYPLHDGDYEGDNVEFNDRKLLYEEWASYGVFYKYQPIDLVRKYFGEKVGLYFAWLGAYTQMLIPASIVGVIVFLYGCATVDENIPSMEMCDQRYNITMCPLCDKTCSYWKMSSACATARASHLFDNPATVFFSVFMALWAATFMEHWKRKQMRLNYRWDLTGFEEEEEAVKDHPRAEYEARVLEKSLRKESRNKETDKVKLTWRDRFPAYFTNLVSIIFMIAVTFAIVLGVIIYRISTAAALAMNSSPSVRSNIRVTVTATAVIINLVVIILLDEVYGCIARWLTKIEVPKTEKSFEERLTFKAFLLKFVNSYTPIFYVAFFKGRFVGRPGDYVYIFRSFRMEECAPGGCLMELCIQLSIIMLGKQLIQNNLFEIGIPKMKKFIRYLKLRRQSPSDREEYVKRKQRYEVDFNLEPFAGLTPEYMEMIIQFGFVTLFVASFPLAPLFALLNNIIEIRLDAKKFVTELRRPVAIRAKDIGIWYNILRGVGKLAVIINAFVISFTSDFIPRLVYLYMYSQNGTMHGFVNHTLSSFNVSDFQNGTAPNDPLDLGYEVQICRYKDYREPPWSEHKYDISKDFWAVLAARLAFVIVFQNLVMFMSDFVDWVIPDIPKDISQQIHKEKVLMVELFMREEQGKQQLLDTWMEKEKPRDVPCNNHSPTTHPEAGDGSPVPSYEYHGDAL
Calls only; i = inactive. These rows are one share of the data; rates above refer to the full screens.

A first look, two compounds:
ANO1 activ,structure
i,O=C(CCCCCCCC(=O)N1CCCCC1)N1CCCCC1
i,CC(C)(O)c1cc2ccc(C#Cc3ccsc3)cc2c(=O)o1

The whole of this part, from the start:
ANO1 activ,structure
i,O=C(CCCCCCCC(=O)N1CCCCC1)N1CCCCC1
i,CC(C)(O)c1cc2ccc(C#Cc3ccsc3)cc2c(=O)o1
i,CCCn1c(SCC(=O)N2CCCC2=O)nc2ccccc2c1=O
i,O=C(O)c1ccccc1
i,COc1ccc2oc(C(=O)N3CCN(C/C=C/c4ccccc4)CC3)c(C)c2c1
i,COc1ccc(S(=O)(=O)N(C)C[C@H]2Oc3ccc(NC(=O)NC(C)C)cc3C(=O)N([C@H](C)CO)C[C@@H]2C)cc1
i,CCOC(=O)[C@H]1[C@H]2COc3ccccc3[C@@H]2N2C(=O)CN(Cc3ccc(C)cc3)C(=O)[C@@]12C
i,O=c1c(O)c(-c2ccccc2)oc2cc(O)cc(O)c12
i,O=C(NN=Cc1ccccc1O)C1CC1
i,O=c1ccc(S(=O)(=O)N2CCCC2)cn1Cc1ccc(F)cc1
i,Cc1nc(C)c(C(=O)OCC(=O)NCc2ccccc2)s1
i,Cc1cc(C(=O)OCC(=O)c2cccs2)ccc1[N+](=O)[O-]
i,COc1ccccc1NC(=O)COC(=O)C1CC2CCCC(C1)C2=O (centres undefined)
i,COc1ccc(/[N+]([O-])=C/c2ccco2)cc1
i,CC(CCc1ccccc1)NC(=O)COC(=O)c1cccnc1Cl (centres undefined)
i,O=C1OCCN1C(=O)[C@H]1[C@H](c2ccccc2)C(c2ccc(F)cc2)=NN1c1ccccc1
i,CCN(C(=O)CSc1ccccn1)C1CCCCC1
i,CC1CCCCC12NC(=O)N(CC(=O)OCc1ccc(Br)cc1)C2=O (centres undefined)
i,Cc1ccc2cc3c(=O)n(C)cc(C=O)c3nc2c1
i,CC(=O)NC(c1cc(Cl)c2cccnc2c1O)C1CC1 (centres undefined)
i,COc1ccc(N2CCN(C(=O)C3CCN(S(=O)(=O)N4CCOCC4)CC3)CC2)cc1
i,O=c1[nH][nH]c2cc([N+](=O)[O-])ccc12
i,O=C1OC(c2ccccc2)Cc2cc(C(=O)N3CCN(c4ccc(F)cc4)CC3)ccc21 (centres undefined)
i,CC(=O)OC1CCC2(C)C3CCC4(C)C(C(C)=O)CCC4C3CC3OC32C1 (centres undefined)
i,Cc1ccc(NC(=O)CN(C)C(=O)COC(=O)c2ccc(NC(=O)CC#N)cc2)cc1
i,CC(=O)Nc1ccc(CNc2ncnc3ccc(-c4c(C)noc4C)cc23)cc1
i,O=C(c1ccccc1)N1CCN(C(=O)c2ccccc2)c2ccccc21
i,CC(C)(C)[C@H]1COC(=O)CC/C=C\C[C@H](CC(=O)N(CCO)Cc2ccccc2)C(=O)N1
i,N#Cc1cccc(C(=O)Nc2ccc(S(=O)(=O)Nc3nccs3)cc2)c1
i,CON1C(=O)CN(C(C)=O)C1c1ccc(Cl)cc1Cl (centres undefined)
i,O=C(CCCC(=O)NN=Cc1ccc(Cl)cc1Cl)NN=Cc1ccc(Cl)cc1Cl
i,CN(CC(=O)Nc1cc(Cl)ccc1C#N)C1CCS(=O)(=O)C1 (centres undefined)
i,Cc1ccc(NC(=O)COc2ccc(N(C)C(=O)C(C)(C)C)cc2)cc1S(=O)(=O)N1CCCCC1
i,COc1cc2cnc(-c3ccccc3)c(-c3ccc(C(F)(F)F)cc3)c2cc1OC
i,COc1ccc(C(=O)NNC(=O)Cc2nc3ccccc3n2C)cc1
i,CN(c1ccccc1)S(=O)(=O)c1cccc(C(=O)NCC(=O)Nc2ccc(F)c(F)c2F)c1
i,COc1ccc(OC[C@@H](O)CNC(=O)c2cccc3c2C(=O)c2ccc(Cl)cc2S3(=O)=O)cc1
i,O=C(Cc1ccc(NS(=O)(=O)c2ccc(Cl)c(Cl)c2)cc1)NCCN1CCOCC1
i,CC1CN(S(=O)(=O)c2cccc(C(=O)N(C)C3CCN(C)CC3)c2)CC(C)O1 (centres undefined)
i,C[C@H](CO)N1C[C@H](C)[C@@H](CN(C)S(C)(=O)=O)Oc2c(NC(=O)C3CC3)cccc2C1=O
i,CS(=O)(=O)c1cccc(NC(=O)CSc2nnc3n2CCCCC3)c1
i,Cc1ccc(SCC(=O)NNC(=O)CCS(=O)(=O)c2ccc(C)cc2)cc1
i,O=C(C(Cl)Cl)N1CC2CCC(CC2)C1
i,CC(OC(=O)C1CCN(S(=O)(=O)c2ccc3c(c2)OCCO3)CC1)C(=O)NC1(C#N)CCCCC1 (centres undefined)
i,O=C(NC1CCCCC1)c1cc2c(cc1Cl)N1CCCCCC1=NS2(=O)=O
i,COc1cccc(N2CCN(C(=O)c3cn(Cc4ccccc4)nc3-c3cccnc3)CC2)c1
i,O=C(NNC(=O)c1cccc(C(F)(F)F)c1)c1ccc(-n2cnnn2)cc1
i,COc1cc(OC)cc(C(=O)OC(C)C(=O)NC2CCCc3ccccc32)c1 (centres undefined)
i,CCCCCCCCCCCCCCCC(=O)OCC1OC(n2ccc(N)nc2=O)C(O)C1O (centres undefined)
i,CCOC(=O)c1c(C)[nH]c(C)c1C(=O)COC(=O)[C@@H](NC(=O)c1ccco1)C(C)C
i,CC[C@]12C(=O)N(C)C[C@H]([C@@H]3C(=O)N(Cc4ccccc4)C(=O)[C@@H]31)N2C(=O)c1ccc(Br)cc1
i,Cn1cc(S(=O)(=O)N2CCCC2)cc1C(=O)O
i,CCc1cccc(C)c1NC(=O)CN1C(=O)NC(C)(CCC(C)C)C1=O (centres undefined)
i,CCn1c(=S)[nH]c2cc(S(=O)(=O)N3CCOCC3)ccc21
i,C=CCC[C@@H](Cc1ccc(F)cc1)C(=O)OC[C@H](Cc1c[nH]c2ccccc12)NC(=O)[C@@H](CC=C)CC(=O)N[C@H](CO)Cc1ccccc1
i,COc1cc2c(cc1O)CCN(C(=O)CSc1nncn1C)[C@@H]2C
i,CC(C)c1ccc(NC(=O)COC(=O)CC2CCCC2)cc1
i,CCOc1ccc(N2CC(C(=O)Nc3cccc(C(=O)NC4CC4)c3)CC2=O)cc1 (centres undefined)
i,COc1cc2c(cc1OC)CN(S(=O)(=O)c1ccc(Cl)nc1)CC2
i,Cc1cccc(C(=O)OCC(=O)N2CCN(C(=O)c3ccco3)CC2)c1O

The list continues:
ANO1 activ,structure
i,S=C(NCCc1ccccc1)N1CCN(C(=S)NCCc2ccccc2)CC1
i,CCOC(=O)C1Oc2ccccc2C(c2ccoc2)=C1C(=O)OC (centres undefined)
i,COc1ccc(CNC(=O)CN(C)S(=O)(=O)c2ccc3c(c2)OCCO3)cc1OC
i,CN(C)S(=O)(=O)c1cc(NC(=O)COC(=O)c2nc(Cl)ccc2Cl)ccc1Cl
i,CC(=O)N1CCN(c2ccc(Oc3nc(-c4ccccc4)nc4ccccc34)cc2)CC1
i,CSCc1ccc(C(=O)OCc2nc3ccccc3s2)o1
i,Cn1c(=S)c2[nH]c(SCc3cccnc3)nc2n(C)c1=O
i,CN(C(=O)CSc1nnc(-c2ccco2)n1C)C1CCCCC1
i,COc1cc(C(C)=NNC(=O)c2ccncc2)ccc1O
i,Cc1cccc(C(=O)Nc2cc(S(=O)(=O)N3CCOCC3)ccc2N2CCCC2)c1
i,O=C1C=CC(=O)N1c1ccccc1N1C(=O)C=CC1=O
i,CC(C)(C)c1nnc(NS(=O)(=O)c2ccc(F)cc2)s1
i,O=C(NNC(=O)c1cccc2ccccc12)c1ccc(Br)cc1
i,CN1CCN(S(=O)(=O)c2cccc(C(=O)N(C)Cc3cccs3)c2)CC1
i,Cc1cc(S(=O)(=O)N2CCN(CC(=O)NCCc3cccs3)CC2)ccc1Br
i,COCCn1c(C)cc(C(=O)CN2C(=O)NC3(CCCCCC3)C2=O)c1C
i,Nc1ccn(C2CCCO2)c(=O)n1 (centres undefined)
i,COc1cc(/C=C/C(=O)O)cc(S(=O)(=O)Nc2ccccc2C(=O)NCc2ccco2)c1OC
i,O=C(CN1CCN(c2cccc(C(F)(F)F)c2)CC1)N(C1CCCC1)C1CCS(=O)(=O)C1 (centres undefined)
i,C(#CCN1CCOCC1)CCCN1CCOCC1
i,COc1ccc(Cl)cc1-c1nc(SCC(=O)N(C)C2CCS(=O)(=O)C2)n[nH]1 (centres undefined)
i,Cc1cc(=O)[nH]c(SCC(=O)N2CC3(C)CC2CC(C)(C)C3)n1 (centres undefined)
i,Cc1ccc(NC(=O)C(C)OC(=O)c2nc(Cl)ccc2Cl)cc1S(=O)(=O)N1CCOCC1 (centres undefined)
i,O=C(c1cnn(C(=O)c2ccccc2F)c1)c1ccccc1O
i,CCN(CC)c1ccc(C=NN2CCCCCC2)cc1
i,O=C(C1CC=CCC1)N1CCN(S(=O)(=O)c2ccc(F)cc2)CC1 (centres undefined)
i,Cc1ccc(C)c(NC(=O)COC(=O)c2ccc[n+]([O-])c2)c1
i,CC1(C(=O)OCC(=O)Nc2ncc(Cl)cc2Cl)CC1(Cl)Cl (centres undefined)
i,Nc1ccccc1-c1ccc(Cl)cc1
i,N#Cc1ccccc1OCC(=O)NNC(=O)CCNC(=O)c1ccccc1
i,COc1ccc(-c2sc3ccccc3c2C#Cc2cncn2C)cc1
i,COc1ccc(CNc2ccncc2)c(OC)c1OC
i,COc1ccc(CC(=O)OCC(=O)c2ccc(F)cc2)cc1
i,O=C(Cn1nc2ccccc2n1)N/N=C/c1cc(Cl)cc([N+](=O)[O-])c1O
i,N#CC(C#N)=C1SC(=Nc2ccccc2)C(=Nc2ccccc2)N1c1ccccc1
i,Cc1nnc(SCC(=O)Nc2sc3c(c2C(N)=O)CCC(C)C3)[nH]c1=O (centres undefined)
i,CC(NC(=O)COC(=O)CCC(=O)c1ccc(F)cc1)c1ccccc1 (centres undefined)
i,COc1ccc2c(c1)CCc1cnoc1-2
i,COc1ccc(Cc2cc(NCc3ccccc3)c3ncn(C(C)C)c3c2)cc1
i,CC1CN(C(=O)COC(=O)CSc2ccc([N+](=O)[O-])cc2)CC(C)O1 (centres undefined)
i,CCCCn1c(=S)[nH]c2cc(S(=O)(=O)N3CCOCC3)ccc21
i,CC(C)(C)OC(=O)C[C@H]1C/C=C\C[C@@H](CC(=O)N[C@@H](CO)Cc2ccccc2)C(=O)N2CCC[C@@H]2COC1=O
i,CC(=O)N1CCN(C(=O)COC(=O)/C=C/c2ccccc2[N+](=O)[O-])CC1
i,CCCCn1c(N)c(N(CC)C(=O)COc2ccc(C#N)cc2)c(=O)[nH]c1=O
i,Cc1cc(C)nc(N2CCN(c3nc(-c4ccccc4)nc4c3oc3ccccc34)CC2)n1

Grouped by structure, those above with bromine.
ANO1 activ,structure
i,CC1CCCCC12NC(=O)N(CC(=O)OCc1ccc(Br)cc1)C2=O (centres undefined)
i,CC[C@]12C(=O)N(C)C[C@H]([C@@H]3C(=O)N(Cc4ccccc4)C(=O)[C@@H]31)N2C(=O)c1ccc(Br)cc1
i,O=C(NNC(=O)c1cccc2ccccc12)c1ccc(Br)cc1
i,Cc1cc(S(=O)(=O)N2CCN(CC(=O)NCCc3cccs3)CC2)ccc1Br

Part of the list above in another layout:
canonical_smiles	ANO1 activ
COc1ccc(CNC(=O)CN(C)S(=O)(=O)c2ccc3c(c2)OCCO3)cc1OC	i
CN(C)S(=O)(=O)c1cc(NC(=O)COC(=O)c2nc(Cl)ccc2Cl)ccc1Cl	i
CC(=O)N1CCN(c2ccc(Oc3nc(-c4ccccc4)nc4ccccc34)cc2)CC1	i
CSCc1ccc(C(=O)OCc2nc3ccccc3s2)o1	i
Cn1c(=S)c2[nH]c(SCc3cccnc3)nc2n(C)c1=O	i

Next part.
ANO1 activ,structure
i,COc1ccc(CC(=O)Nc2cc(S(=O)(=O)N3CCOCC3)ccc2N2CCCC2)c(OC)c1
i,Cc1ccc(-c2csc(NS(=O)(=O)c3cccc(F)c3)n2)o1
i,Cc1c(C(=O)O)sc(S(=O)(=O)N2CCN(C(=O)Cc3ccccc3Cl)CC2)c1C(=O)O
i,Cc1ccc(S(=O)(=O)CCC(=O)NC2CCCCC2)cc1
i,O=C(COC(=O)c1ccccn1)NCc1ccc(Cl)cc1Cl
i,Cc1ccc(S(=O)(=O)N(C)c2ccc(OC(=O)c3cccs3)cc2)cc1
i,CCNS(=O)(=O)c1ccc(C(=O)OCC(=O)N2CCCc3ccccc32)cc1
i,O=S(=O)(Nc1ccccc1N1CCOCC1)c1ccccc1C(F)(F)F
i,COc1cc(OC)cc(C(=O)NC(C(=O)NCCc2ccccn2)C(C)C)c1 (centres undefined)
i,Cc1ccccc1-c1cc(C(=O)NCc2cccc(C(F)(F)F)c2)n(CC2CC(c3cccnc3)=NO2)n1 (centres undefined)
i,OCCN(CCO)c1cc2c3ccccc3ccc2c2ccccc12
i,O=C1CCN(c2ccccc2)N1
i,CCN(CC)S(=O)(=O)c1ccc(OC)c(NC(=O)CCc2c(C)noc2C)c1
i,Cc1ccc(S(=O)(=O)N2CCOCC2)cc1NC(=O)CSc1nnc2n1CCCCC2
i,COC(=O)c1c(-c2ccsc2)sc2ccc(-c3cc(OC)c(OC)c(OC)c3)cc12
i,C[C@H](CO)N1C[C@H](C)[C@@H](CN(C)S(=O)(=O)c2cn(C)cn2)Oc2c(NS(=O)(=O)c3ccc(F)cc3)cccc2C1=O
i,CC(=O)c1ccc(S(=O)(=O)Nc2ccc(C(=O)NCCCn3ccnc3)cc2)cc1
i,CCCn1c(N)c(C(=O)CSc2ncn[nH]2)c(=O)n(C)c1=O
i,CCC1CCCCN1CC(=O)Nc1cc(OC)c(OC)cc1C#N (centres undefined)
i,COc1ccccc1C(=O)NS(=O)(=O)c1ccc(C)cc1
i,CC1CCCN(C(=O)C2CCN(C(=O)Nc3ccccc3)CC2)C1 (centres undefined)
i,O=C(NCc1ccc(F)cc1)C1CC(=O)N(C2CCCC2)C1 (centres undefined)
